TRHR ag – qHTS for Small Molecule Agonists and Allosteric Enhancers of Human TRH Receptor: Primary Screen for Agonists. 0.18% of 360,000 active. AID 493084, 2011. activation, % at 2 µM. TRHR cells, calcium flux fluo-8, FDSS agonist mode. Thyrotropin-releasing hormone receptor (Homo sapiens), P34981; in the data active means activation above about 30%; further: 0% is about no effect
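In this calcium-flux screen, cells bearing human TRHR are dye-loaded with fluo-8, baselined for 10 cycles, then exposed to library compounds; positive kinetic calcium responses during the agonist phase mark hits, with TRH as control.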
rTrxR1 inhibitor – qHTS Assay for Inhibitors of Mammalian Selenoprotein Thioredoxin Reductase 1 (TrxR1): qHTS. Thioredoxin reductase 1, cytoplasmic (Rattus norvegicus), O89049. recombinant rTrxR1, NADPH fluorescence consumption, selenite substrate. Potency, µM (top dose mostly 114 µM), inactives show top-dose activity change, negative = inhibition, hits mostly inhibitors. 1% of 390,000 active; further: potency means the concentration at half of the fitted maximal effect; on the % scale 0 is the no-effect control and ±100 the full control effect; nearly all actives have a fitted effect of over 65% in size
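Rat TrxR1 (90 nM in the dispensed reagent) was pre-reduced with 400 uM NADPH for 5 min at room temperature, then incubated with compound for 15 min. After 400 uM selenite was added, NADPH fluorescence (Ex 340/Em 450 nm) was followed for 8 min.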
TRHR PAM – qHTS for Small Molecule Agonists and Allosteric Enhancers of Human TRH Receptor: Primary Screen for Enhancers; Thyrotropin-releasing hormone receptor (Homo sapiens), P34981; TRHR cells, fluo-8 calcium fluorescence, EC20 TRH enhancement; enhancement, % at 2 µM; 0.66% of 360,000 active; AID 493056, 2011; in the data active means enhancement above about 30%; further: 0% is about no effect
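Enhancer read-out: after compound pinning and an initial kinetic agonist-mode read, an EC20 of TRH (10 nM final) was injected and fluo-8 calcium signal (Ex 480/Em 530) followed at 1 s/cycle for 100 cycles in TRHR-expressing cells.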
TrxR1 substrate – qHTS Assay for Substrates of Mammalian Selenoprotein Thioredoxin Reductase 1 (TrxR1): qHTS; purified TrxR1 substrate turnover, NADPH consumption readout; Potency, µM (doses to about 114 µM), for inactives: top-dose activity change, negative = substrate turnover; 0.01% of 390,000 active; AID 588456, 2011; further: potency means the concentration at half of the fitted maximal effect; on the % scale 0 is the no-effect control and ±100 the full control effect; nearly all actives have a fitted effect of over 50% in size
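Rat TrxR1, dispensed at 90 nM, was prereduced with 400 uM NADPH (final) for 5 min at ~22 deg C, then incubated with compound 15 min before 400 uM selenite. A first-read NADPH fluorescence drop versus no-compound background flagged substrates.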
D2 ag – HTS Assay for Allosteric Agonists of the Human D2 Dopamine Receptor: Primary Screen for Agonists. HEK293 T-REx D2 cells, calcium flux agonist mode. activation, % at 2 µM. 0.53% of 340,000 active;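 active means activation over 3 SD above normal in the single-dose calcium agonist read, cut at about 30% in these data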; further: 0% is about no effect
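HEK293 Trex D2 cells, tetracycline-induced, o/n 30 C 5% CO2; no-wash Ca dye, RT 30–90 min; 10-cycle baseline, 23 nl cpd added, kinetic Ca read 180 s; agonist hits = positive Ca response.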
PI4K2A block – qHTS for small molecular inhibitors of PI4K2A; purified PI4K2A, ADP-Glo luminescence, 1 h; active compounds read low; 0.13% of 420,000 active; activity change, negative = inhibition, % at 76.9 µM; AID 1346378, 2018; in the data active means activity change below about -50%; inconclusive means mostly about -30% to -49%;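 further: -100% = wells without enzyme as full effect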
Target sequence (Q9BTU6 whole entry, looked up): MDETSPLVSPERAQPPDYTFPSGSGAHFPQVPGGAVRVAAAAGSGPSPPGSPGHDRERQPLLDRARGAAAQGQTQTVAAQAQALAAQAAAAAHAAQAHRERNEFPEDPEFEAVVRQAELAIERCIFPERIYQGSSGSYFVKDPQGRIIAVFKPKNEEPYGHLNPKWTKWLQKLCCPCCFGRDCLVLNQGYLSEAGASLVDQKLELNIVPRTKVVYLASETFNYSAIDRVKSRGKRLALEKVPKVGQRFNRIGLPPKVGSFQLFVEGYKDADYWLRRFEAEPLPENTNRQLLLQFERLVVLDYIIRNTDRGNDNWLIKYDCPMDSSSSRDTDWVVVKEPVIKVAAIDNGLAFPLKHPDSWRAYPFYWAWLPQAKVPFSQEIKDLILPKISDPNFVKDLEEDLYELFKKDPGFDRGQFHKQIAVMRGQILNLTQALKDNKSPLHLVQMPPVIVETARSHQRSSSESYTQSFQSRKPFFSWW
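In this quantitative HTS, ADP production by PI4K2A was quantified luminescently after 1 h at ambient temperature; 100 microM adenosine served as plate-quality control.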
D2 antag – HTS Assay for Allosteric Antagonists of the Human D2 Dopamine Receptor: Primary Screen for Antagonists | D(2) dopamine receptor (Homo sapiens), P14416 | HEK293 TREx D2 cells, calcium flux, dopamine EC80 | inhibition, % at 10 µM | 2% of 340,000 active | AID 485344, 2010; in the data active means inhibition above about 30%; further: 0% is about no effect
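Tetracycline-induced HEK293 TREx cells expressing D2 receptor forced-coupled to calcium signalling, loaded with no-wash calcium dye. Compounds added and calcium flux read 180 s, then dopamine added at EC80 and read a further 180 s.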
mIDH1 inhibitor – qHTS for Inhibitors of mutant isocitrate dehydrogenase 1 (IDH1): qHTS | Isocitrate dehydrogenase [NADP] cytoplasmic (Homo sapiens), O75874 | IDH1-R132H enzyme, NADPH consumption, diaphorase/resazurin fluorescence | Potency, µM (top dose mostly 76.6 µM), for the others: top-dose activity change, negative = inhibition, usual class: inhibitors | 0.093% of 390,000 active | AID 602179, 2012; further: potency means the concentration at half of the fitted maximal effect; on the % scale 0 is the no-effect control and ±100 the full control effect; nearly all actives have a fitted effect of over 65% in size
Target sequence (O75874 whole entry R132H, stated change not applied): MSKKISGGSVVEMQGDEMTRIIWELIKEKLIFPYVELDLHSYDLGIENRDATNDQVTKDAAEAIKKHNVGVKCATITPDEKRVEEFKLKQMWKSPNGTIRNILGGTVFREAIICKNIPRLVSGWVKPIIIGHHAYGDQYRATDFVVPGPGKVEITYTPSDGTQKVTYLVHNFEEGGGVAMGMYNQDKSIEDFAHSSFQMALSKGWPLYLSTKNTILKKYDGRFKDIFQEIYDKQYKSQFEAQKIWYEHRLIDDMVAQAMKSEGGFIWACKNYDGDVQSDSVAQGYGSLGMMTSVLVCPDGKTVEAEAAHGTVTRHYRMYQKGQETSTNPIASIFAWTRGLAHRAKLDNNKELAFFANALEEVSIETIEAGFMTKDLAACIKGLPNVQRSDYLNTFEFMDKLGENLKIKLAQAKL
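IDH1-R132H (0.5 ug/mL) preincubated 30 min with compound, then NADPH (0.016 mM) and alpha-KG (2 mM) added; 80 min at RT, pH 7.5. Remaining NADPH coupled via diaphorase/resazurin to fluorescence (540/590 nm); concentration-response curves normalized to no-enzyme control.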
USP1 inh – Inhibitors of USP1/UAF1: Primary Screen; Potency, µM (highest dose often 57.1 µM), for inactives: top-dose activity change, negative = inhibition, most hits filed as inhibitors; 0.23% of 390,000 active; Ubiquitin carboxyl-terminal hydrolase 1 (Homo sapiens), O94782; recombinant USP1/UAF1, Ub-Rhodamine cleavage fluorescence; further: potency means the concentration at half of the fitted maximal effect; on the % scale 0 is the no-effect control and ±100 the full control effect; nearly all actives have a fitted effect of over 60% in size; inactives centre near -12
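High-throughput fluorogenic screen: 1nM USP1/UAF1 complex, Ub-Rho substrate 150nM final, 50mM HEPES pH 7.8 with 0.5mM EDTA, 0.1 mg/ml BSA, 1mM TCEP and 0.01% Tween-20.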
* marks the source's active call; other numbers are inactive results; ? = inconclusive; · = no result given; [ ] = dose if it differs, or a comment. Unless noted, the call rests on the fitted dose curve; in most records, active means well fitted inhibition curve with a large enough effect; inconclusive means small, poorly fitted or top-dose-only effect; inactive means no such curve, though single readings can be large or run the other way.

no.	compound	TrxR1 substrate	USP1 inh	PI4K2A block	TRHR ag	rTrxR1 inhibitor	mIDH1 inhibitor	D2 antag	TRHR PAM	D2 ag
1	COc1cc2c(cc1OC)C(O)C(O)(CO)C(C(=O)O)C2c1cc(OC)c(OC)c(OC)c1 (centres undefined)	11%[57.1 µM]	-6%	-3	·	11%[2.29 µM]	6%	·	·	·
2	Cc1cc(=O)[nH]c(NN=C2CCC(C(C)(C)C)CC2)n1 (centres undefined)	-6%	-25%	0	-0.1	8%[57.1 µM]	-4%	2	-5	0.7
3	CCOc1cccc(-c2c(C(=O)N/N=C/c3ccc(C)o3)nnn2-c2nonc2N)c1	-5%	-21%	6	0.2	-11%	9%	9	2	0.8
4	N/C(=N\c1nc2ccccc2o1)NC(=O)c1ccc([N+](=O)[O-])cc1	-1%	-18%	-6	-0.1	10%	5%	-2	6	0.2
5	O=C(Nc1ccc(S(=O)(=O)Nc2nccs2)cc1)c1cc(-c2ccccc2Cl)nc2ccccc12	-3%	-15%	4	0.1	-6%	3%	-2	-1	-0.3
6	CC(C)n1cnc2cc(NCc3ccco3)ccc21	22%	-14%	-11	0.4	-11%	-1%	-13	-1	0.3
7	Cc1ccc(CNC(=O)c2cc(COc3c(F)cccc3F)on2)s1	-4%	-29%	2	-1.5	6%	1%	8	-4	-0.6
8	O=C1c2ccccc2-c2c1c1ccccc1c(=O)n2-c1ccccc1	-4%	-11%	-1	·	-4%	5%	·	·	·
9	CCOC(=O)C1=C(N)n2c(s/c(=C\c3cccnc3)c2=O)=C(C(=O)OCC)C1c1cccnc1 (centres undefined)	·	·	·	-0.1	·	·	4	4	0.3
10	CSc1cccc(CNC(=O)C2CCC(=O)N(CCCN3CCCC3=O)C2)c1 (centres undefined)	-3%	-5%	-1	0.9	0%	7%	86*	11	0.2
11	CCN(CC)c1ccc(NC(=O)c2ccc(=O)[nH]c2)cc1S(=O)(=O)Nc1ccccc1OC	-9%	-24%	0	0.6	-21%	1%	-4	-9	0.3
12	O=C(N/N=C/C=C/c1ccccc1)c1cc(C2CC2)[nH]n1	-4%	-18%	-1	0.1	18%[57.1 µM]	-7%	-6	7	-0.7
13	O=C(COc1ccc2c3c(c(=O)oc2c1)CCC3)Nc1ccccn1	11%	-21%	-12	0.3	21%	2%	-1	-2	0.6
14	O=C(Cc1ccccc1)NCC(=O)OC(c1ccccc1)c1ccccc1	-4%	2%	2	-1.9	10%[57.1 µM]	18%	-3	-6	1.2
15	O=c1[nH]c(=S)[nH]c2nc(-c3cccs3)cc(C(F)(F)F)c12	-17%[57.1 µM]	-16%	-1	-0.6	-3%[57.1 µM]	6%	-13	12	-0.5
16	N/C(=N\OC(=O)CCc1ccccc1)c1ccccc1Cl	-3%[57.1 µM]	3%	-3	-0.3	21%[57.1 µM]	11%	-12	-2	-0.2
17	O=C1NC(c2ccccc2)=C(c2nc3ccccc3s2)C(c2ccc(O)cc2)N1 (centres undefined)	-8%	-7%	6	0.9	-6%	?	·	3	·
18	CCN(CC(=O)Nc1ccc(OC)cc1)C(=O)c1cc(S(=O)(=O)N(C)C)ccc1N1CCCC1	-3%	-5%	0	-0.3	2%	-13%	-11	0	-0.1
19	COc1ncnc2c1N[C@@](C)(O)c1c(F)c(F)c(F)c(F)c1S2	3%[57.1 µM]	-18%	1	-0.4	-1%	2%	-36	-3	-0.8
20	CC(C)Cn1c(=O)c(CCC(=O)Nc2ccc(N3CCOCC3)cc2)nc2cc(Cl)ccc21	1%	-25%	-5	-0.7	8%	4%	-22	-6	-0.1
21	CCCc1cc(=O)[nH]c(SCC(=O)NCc2ccc3c(c2)OCO3)n1	8%	?	-3	-0.2	21%	0%	-6	-1	4.2
22	COc1cc(OC)cc(-c2nnc(SCc3cccc(C(=O)O)c3)o2)c1	3%	-20%	-9	-0.5	4%	13%	10	-4	-1.0
23	CCN(CC)CC(=O)Nc1sc(C)cc1C(=O)c1ccc(C)cc1	0%[57.1 µM]	-23%	-4	0.1	2%[57.1 µM]	3%	-6	-4	-1.1
24	CCCCOc1ccc(C(=O)N2CCC(C)CC2)cc1	-2%	-23%	0	-1.1	4%	6%	12	-6	0.8
25	CN1CCN(NC(=O)c2cccc(Br)c2)CC1	-2%	-8%	-4	0.0	-3%	7%	15	3	-0.1
26	CCCCNC(=O)CSc1nnc(-c2cccc(S(=O)(=O)N3CCOCC3)c2)o1	2%	-18%	5	0.3	8%	-3%	10	-1	-0.6
27	CC(C)Sc1nnc(Cn2c(=O)sc3ccccc32)n1-c1ccccc1	-3%[57.1 µM]	0%	-7	0.1	-10%[57.1 µM]	-5%	8	9	-0.1
28	CCOc1ccccc1OCCCC(=O)Nc1nc2ccccc2[nH]1	4%[57.1 µM]	0%	-6	6.9	21%[57.1 µM]	6%	7	-5	0.4
29	CCN(CC)S(=O)(=O)c1cccc(C(=O)N[C@H](C(=O)OCC(=O)Nc2ccccc2)C(C)C)c1	-8%	-13%	-4	-0.5	11%	-2%	0	-1	0.8
30	COc1cc(C2CC(=O)c3c([nH]c(C(=O)OCc4ccc(C)cc4)c3C)C2)cc(OC)c1OC (centres undefined)	-7%	?	-2	2.1	8%	0%	·	4	-0.1

Three compounds out of the list, ordered by count of non-hydrogen atoms, lowest first:
no.	compound	TrxR1 substrate	USP1 inh	PI4K2A block	TRHR ag	rTrxR1 inhibitor	mIDH1 inhibitor	D2 antag	TRHR PAM	D2 ag
23	CCN(CC)CC(=O)Nc1sc(C)cc1C(=O)c1ccc(C)cc1	0%[57.1 µM]	-23%	-4	0.1	2%[57.1 µM]	3%	-6	-4	-1.1
13	O=C(COc1ccc2c3c(c(=O)oc2c1)CCC3)Nc1ccccn1	11%	-21%	-12	0.3	21%	2%	-1	-2	0.6
20	CC(C)Cn1c(=O)c(CCC(=O)Nc2ccc(N3CCOCC3)cc2)nc2cc(Cl)ccc21	1%	-25%	-5	-0.7	8%	4%	-22	-6	-0.1

Following part.
no.	compound	TrxR1 substrate	USP1 inh	PI4K2A block	TRHR ag	rTrxR1 inhibitor	mIDH1 inhibitor	D2 antag	TRHR PAM	D2 ag
31	CSc1ncccc1C(=O)OCC(=O)c1ccc(S(=O)(=O)N2CCCCC2)cc1	1%	-5%	2	0.1	12%	0%	15	-4	0.6
32	COc1ccc(/C=N/n2c(-c3n[nH]c4c3CCC4)n[nH]c2=S)cc1	-5%[57.1 µM]	0%	-1	-0.7	-25%[57.1 µM]	3%	7	-2	-0.4
33	COC(=O)c1ccc(CSc2nnc3ccc4ccccc4n23)cc1	-5%	-19%	-3	-0.1	8%	-12%	·	15	2.9
34	COC(=O)c1c(-c2ccc(Cl)cc2)noc1N1CCN(c2ccc(C)cc2C)CC1	0%[57.1 µM]	-18%	2	0.2	30%[activator][57.1 µM]	-8%	·	-1	-0.4
35	COC(=O)c1ccc(OCCn2cnc3ccccc3c2=O)cc1	4%	-9%	-1	-0.2	20%	2%	0	21	-0.2
36	COCCn1c(CN2CCN(C(=O)c3ccco3)CC2)nc2c1c(=O)n(C)c(=O)n2C	-5%	-3%	0	0.1	-3%	-7%	14	-4	-0.8
37	COc1ccccc1N1CCN(Cc2ccc(O)c3ncccc23)CC1	-9%	-4%	-14	0.0	-14%	-2%	-26	4	-0.4
38	Cc1nc(NC(=O)CN2CCOCC2)sc1-c1ccccc1	8%[57.1 µM]	-17%	1	-0.3	11%[57.1 µM]	1%	15	-2	-1.2
39	CCCCN1CNC(=S)N(c2ccccc2OCC)C1	1%	-9%	2	0.0	-13%	1%	1	-9	0.0
40	CC(C)(C)OC(=O)[C@H](Cc1ccccc1)NC(=O)c1[nH]cnc1C(=O)Nc1ccc(Cl)cc1	-7%	-33%	-3	1.2	16%[57.1 µM]	-9%	20	-4	1.1
41	CC1(c2ccc([N+](=O)[O-])cc2)CC(C)(C)N(C(=O)c2ccccc2)c2ccccc21 (centres undefined)	·	·	·	1.0	·	·	5	0	-0.5
42	CCCCc1nnc(SCC(=O)Nc2nccs2)n1CC	6%	-18%	-1	0.0	26%	1%	-13	1	0.0
43	CCn1nc(C)c(Br)c1C(=O)Sc1ccccc1Cl	3%[57.1 µM]	-17%	9	0.3	-55%	-9%	·	0	·
44	Cc1ccc(S(=O)(=O)N2CCCOC2CNC(=O)C(=O)NCc2ccncc2)cc1 (centres undefined)	7%	-17%	-2	0.1	11%	0%	-4	-2	0.6
45	O=C(CSc1ncn[nH]1)NCCc1ccc(Cl)cc1	-2%	-14%	-3	0.0	33%	1%	-21	6	-0.6
46	Cc1c(/C=N/Nc2nc3ccccc3[nH]2)c2ccccc2n1C	-2%[57.1 µM]	-21%	3	0.0	8%[2.29 µM]	17%	-26	-1	-0.3
47	Cc1ccc(NC(=O)C2CCCN2C(=O)OC(C)(C)C)cc1C (centres undefined)	-1%	-22%	8	-0.7	2%	-2%	1	-6	-0.6
48	COCCCNC(=O)CCc1ccc(S(=O)(=O)Nc2ccc(C)cc2)cc1	-1%	-1%	-2	-0.2	4%	3%	-4	-2	0.0
49	O=c1c(C(c2nnnn2C2CCCCC2)N2CCCCC2)coc2ccc(Cl)cc12 (centres undefined)	2%	-19%	7	-0.2	28µM*	5%	12	1	1.0
50	CN(Cc1c(C(=O)N/N=C/c2ccc(O)cc2)nnn1-c1nonc1N)c1ccccc1	-8%	?	-7	-0.8	6%	5%	10	3	-0.5

From PubChem BioAssay
